High-throughput results (PubChem)
14-3-3g Raf: alters human 14-3-3 gamma binding to Raf peptide; 160,000 tested, 0.19% active; FP, 14-3-3gamma / TMR-pS259-Raf peptide binding; P61981; inhibition, % at 40 µM; in the data active means inhibition above about 30%;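 further: 0% = protein plus tracer without compound and 100% = blank with tracer alone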
Target sequence (P61981 whole entry, looked up): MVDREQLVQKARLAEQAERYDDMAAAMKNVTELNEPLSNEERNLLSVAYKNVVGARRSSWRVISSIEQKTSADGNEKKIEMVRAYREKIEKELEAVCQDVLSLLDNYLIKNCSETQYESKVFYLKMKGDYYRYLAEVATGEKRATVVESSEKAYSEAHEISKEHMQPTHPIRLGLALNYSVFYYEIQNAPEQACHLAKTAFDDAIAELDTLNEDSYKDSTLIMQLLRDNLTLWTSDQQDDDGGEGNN
Active calls of the source: *; & = joins results of further samples.

Start of the data: the first 5 records (preview)
SMILES	14-3-3g Raf
COc1ccc(-c2noc(-c3cccc(I)c3)n2)cc1	-9
CCCN(CCC)S(=O)(=O)c1ccc(NS(C)(=O)=O)cc1	-5
CCOc1ccc(C2C(C(=O)OC(C)C)=C(C)N=C3SC(CC)C(=O)N32)cc1 (centres undefined)	-2
O=c1oc2ccccc2cc1-c1cn2c(n1)sc1cc(Cl)ccc12	-60
C=CCn1c(=O)c2ccccc2n2c(SCc3nnc(-c4ccccc4Br)o3)nnc12	-6

Results, from the start:
SMILES	14-3-3g Raf
COc1ccc(-c2noc(-c3cccc(I)c3)n2)cc1	-9
CCCN(CCC)S(=O)(=O)c1ccc(NS(C)(=O)=O)cc1	-5
CCOc1ccc(C2C(C(=O)OC(C)C)=C(C)N=C3SC(CC)C(=O)N32)cc1 (centres undefined)	-2
O=c1oc2ccccc2cc1-c1cn2c(n1)sc1cc(Cl)ccc12	-60
C=CCn1c(=O)c2ccccc2n2c(SCc3nnc(-c4ccccc4Br)o3)nnc12	-6
CNCCC(Oc1ccccc1OC)c1ccccc1 (centres undefined)	-4
O=S1(=O)CC(O)C(N2CCC(c3ccccc3)CC2)C1 (centres undefined)	0
C=CCNc1nc2c(c(=O)[nH]c(=O)n2C)n1CC	3
N#Cc1c(Nc2ccccc2)ccnc1NCc1ccccc1	-8
Cc1oc(-c2ccccc2F)nc1CN1CCC(C(=O)NCc2cccs2)CC1	-15
CCC1CCCCN1CCCNC(=O)c1cn(C2CCCC2)c(=O)c2c1c1ccccc1n2C (centres undefined)	-14
CN1/C(=C\C(=O)CN2C(=O)NC3(CCCCCC3)C2=O)C(C)(C)c2ccccc21	-188
CCOC(=O)C1=C(C)NC2=C(C(=O)C(C(=O)OC)C(C)C2)C1c1cc(Br)c(O)c(OCC)c1 (centres undefined)	-2
COc1cc2c(=O)n(Cc3ccco3)c(=O)n(CC(=O)c3cccc(Br)c3)c2cc1OC	-12
O=C(NC1CCCCCC1)c1cc(=O)[nH]c2ccccc12	-14
Cc1c(Cc2ccccc2)c(NCCCN(C)C)n2c(nc3ccccc32)c1C#N	-15
Cc1nc2c(C(=O)NCc3ccco3)cnn2c(C)c1Cc1ccccc1Cl	-16
CCN(CC)S(=O)(=O)c1ccc2c(c1)nc(SCc1nc3ccsc3c(=O)[nH]1)n2CC	-11
COC(=O)COc1ccc2occ(C(C)=O)c2c1	3&-10
CCN(c1nc(N)c(C(=O)N=C(N)N)nc1Cl)C(C)C	-8
CN=C1SC(C(=O)Nc2ccccc2)CC(=O)N1C (centres undefined)	-7
CCOC(=O)c1c(NC(=O)CSc2nnc(-c3cccnc3)o2)sc(C)c1C	8
CN(C)S(=O)(=O)c1cccc(C(=O)NCCc2ccccc2)c1	-5
CCOc1ccc(CCNS(=O)(=O)c2cnc[nH]2)cc1OCC	-6
O=C(NCc1ccc(Cl)cc1)c1ccc(Cl)c([N+](=O)[O-])c1	-7
O=[N+]([O-])c1ccc(COc2ccc(C=Nc3ccc(Br)cc3)cc2)cc1	-4
COc1ccc([N+](=O)[O-])cc1NC(=O)C1C2C=CC(C2)C1C(=O)O (centres undefined)	10
CC(C)(C)C1CCc2c(sc(NC(=O)c3ccccc3Cl)c2C(=O)N2CCC(C(N)=O)CC2)C1 (centres undefined)	-7
Cc1nnc(Sc2nc(Sc3nnc(C)s3)nc(N3CCN(C)CC3)n2)s1	-11
O=c1[nH]c(=O)n(Cc2ccco2)c2c1C(C(F)(F)F)(C(F)(F)F)N=C(c1ccco1)N2	-2
CCOCCCNS(=O)(=O)c1ccc(OCC)c2ncccc12	0
O=C1CC(C(=O)Nc2ncccn2)C(c2ccccc2)O1 (centres undefined)	6
O=C(NCCN1CCOCC1)C1CCC(CNS(=O)(=O)c2ccc(Cl)cc2)CC1 (centres undefined)	-1
O=C(c1ccccc1F)N1CCN(S(=O)(=O)c2ccc(S(=O)(=O)N3CCCCC3)cc2)CC1	-7
CCOc1ccc(C(=O)Nc2c3c(nn2-c2cccc(Cl)c2)CS(=O)C3)cc1 (centres undefined)	3&3
Cc1cc(OCc2nc(-c3ccc(Br)cc3)no2)ccc1Cl	-1
O=C(NCc1ccccn1)C1CCCN(c2nc3ccccc3o2)C1 (centres undefined)	-1
CCOC(=O)c1c(P(=O)(N2CCOCC2)N2CCOCC2)noc1N	-6
COc1ccc(OC)c(Nc2nc(-c3cc4cccc(OC)c4oc3=O)cs2)c1	-3
O=C(NCC1CCCO1)c1sc(=S)n2c1[nH]c(=O)c1ccccc12 (centres undefined)	-26
COc1ccc(Cl)cc1S(=O)(=O)NCc1cccs1	-2
Cc1cc(C)c(S(=O)(=O)Nc2ccc(Br)c3cccnc23)c(C)c1	-7
C(=CSc1ccc2ccccc2n1)Sc1ccc2ccccc2n1	0
COCc1nc2ccccc2n1CCOc1ccccc1C	-9
CC1=CCC2C(=O)N(c3ccccc3OC(=O)c3ccc(Br)cc3)C(=O)C2C1 (centres undefined)	-17
COc1cc(C=Nc2ccc3ccccc3c2)cc(OC)c1OC	-1
CCOC(=O)CC(=O)CSc1nc(-c2cccnc2)cc(C)c1C#N	-5
CC(C)c1ccc(N(C)C(=O)Cn2ccc3ccccc3c2=O)cc1	-3
O=[N+]([O-])c1cc(SCc2ccccc2)c2c(Cl)nsc2c1	-2
CC(C)c1ccc(NC(=O)C2C3C=CC4(O3)C2C(=O)N(Cc2ccccc2F)C4C(=O)NC2CCCC(C)C2C)cc1 (centres undefined)	5
FC(F)(F)c1cccc(-n2cc(-c3ccccc3)c3c(NC4CCCC4)ncnc32)c1	1
O=C(c1ccc(S(=O)(=O)Cc2ccccc2Cl)c([N+](=O)[O-])c1)N1CCOCC1	-7
CCC(C)C(=O)N1c2ccc(C)cc2C(=C2SC(C(=O)OC)=C(C(=O)OC)S2)C(=S)C1(C)C (centres undefined)	0
Cc1oc2cc(Br)c(OC(=O)c3ccco3)cc2c1C(=O)OC(C)C	0
COc1ccc(C2CC(c3ccccc3C)n3nc(N)nc3N2)cc1 (centres undefined)	-1
O=C(NCCc1ccc(Cl)cc1)c1oc(=O)c2ccccc2c1-c1ccccc1	5
COc1ccc(NC(=O)c2ccc([N+](=O)[O-])cc2)c2ccccc12	-4
CCOc1ccccc1NC(=O)C1=C(C)NC(=O)NC1c1c(OC)ccc2ccccc12 (centres undefined)	4
C=CCN1CN(S(=O)(=O)c2cccs2)c2nc3ccccc3nc21	-16
CCN(CC)C(=O)CSc1nnc(-c2cnccn2)n1-c1ccc(C)cc1	6

Following part:
SMILES	14-3-3g Raf
NC(=O)CN1C(=O)C(O)(CC(=O)c2ccc(Br)cc2)c2ccccc21 (centres undefined)	4
O=C(O)CCc1ccc(-c2cccs2)n1-c1ccc(C(=O)O)cc1	-1
Cc1cc(NC(=O)c2cccc(F)c2)nc2c1c(=O)oc1ccccc12	-27
Cc1ccc(CN2CCSc3ccc(C(=O)N4CCN(c5ncccn5)CC4)cc32)cc1	-1
COC(=O)C1Cc2c([nH]c3ccccc23)C(C)N1 (centres undefined)	-10&-23
COc1cc(C2NC(=O)NC(C)=C2C(=O)OC2CCCC2)cc(OC)c1O (centres undefined)	-4
COc1ccc(-n2ccnc2SCC(=O)Nc2ccc(OC)cc2OC)cc1	2
CC(C)(C)c1ccc(COC(=O)c2nonc2N)cc1	-11
CCC(=O)NC(Nc1sc2c(c1C#N)CCCC2)(C(F)(F)F)C(F)(F)F	3
O=C(c1ccc2c(=O)n(CCC3=CCCCC3)c(=S)[nH]c2c1)N1CCN(c2cccc(Cl)c2)CC1	3
O=C(C#Cc1ccccc1)C#Cc1ccccc1	-21
O=C(Cn1cnc2ccccc2c1=O)NCC(=O)N1CCOCC1	-7
COc1ccccc1N1C(=O)C2C(C(C)=O)=NN(c3ccc(Br)cc3)C2C1=O (centres undefined)	-3
COc1ccc(C(=O)Nc2ccc3c(c2)C(=O)N(CCC(=O)O)C3=O)cc1	-10
CN1C(=S)SC(C)(C)C1NO (centres undefined)	-6
Cc1ccc(S(=O)(=O)c2nc(-c3ccco3)oc2SCC(N)=O)cc1	-75
CC1CC(C)CN(Cc2cn3c(-c4cccc(Br)c4)nnc3s2)C1 (centres undefined)	-2
CCCCN(C)S(=O)(=O)c1ccc(C(=O)N=c2sc3cccc(Cl)c3n2C)cc1	-1
Cc1[nH]nc(NCCc2ccccc2)c1[N+](=O)[O-]	2
COC(=O)c1c(NC(=O)COc2ccccc2Cl)sc2c1CCCC2	1
Cc1ccc(C2N(c3nccs3)C(=O)C3CCCN32)cc1 (centres undefined)	3
N#Cc1c(NC(=O)CSc2ncnc3sccc23)oc(-c2ccco2)c1-c1ccco1	-86
Cc1ccc(NC(=O)c2cc(S(=O)(=O)NC3CCCCCC3)ccc2F)cc1F	-1
Cc1ccc(C2NC(=O)c3c(sc4c3CCN(C)C4)N2)c(O)c1 (centres undefined)	-122
Cc1ccc2c(c1)-c1cc(C)nn1C(c1ccc3c(c1)OCO3)N2 (centres undefined)	-4
CCC1(C)CC(CCN(Cc2ccccc2)C(C)=O)(c2ccc(OC)cc2)CCO1 (centres undefined)	-7
N#Cc1ccc(Oc2ccc(NC(=O)c3ccco3)cc2)cc1	-5
CCOC(=O)c1c(NC(=O)c2cccs2)sc(C)c1C	-1
Cc1ccc2[nH]c(=O)c(COC(=O)c3ccccn3)cc2c1	-6
COc1cccc(-n2c(=O)c3c(n4cnnc24)-c2ccccc2CC32CCCCC2)c1	3
O=C1CSC(c2ccc3c(c2)OCO3)N1CCN1CCCCC1 (centres undefined)	12
CN1CCc2cc3c(c4c2C1CC41CCC(=NO)CC1)OCO3 (centres undefined)	-4
CC1=C(C(=O)Nc2ccccc2C)C(c2ccc3c4c(cccc24)CC3)NC(=S)N1 (centres undefined)	-11
CC1=C(C(=O)Nc2ccc(F)cc2)C(c2ccccc2Cl)C2=C(CCCC2=O)N1 (centres undefined)	3
CC1(C)NC(=O)N(CCCSc2ccc(Cl)cc2)C1=O	-13
CC(C)NC(=O)CN1CCC(O)(c2ccccc2)CC1	-6
CC(C)(C)c1ccc(S(=O)(=O)N2CCN(CCC#N)CC2)cc1	2
CC(=O)N1CCc2cc(S(=O)(=O)N3CCCCCC3)ccc21	4
CN(C)CCNC(=O)C(C(=O)c1ccc(F)cc1)n1ccccc1=O (centres undefined)	-5
CS(=O)(=O)N(CC(=O)N1CCc2ccccc2C1)c1ccccc1	1
CCCCCOC(=O)c1c(C)oc2ccc(NS(=O)(=O)c3c(C)cc(C)cc3C)cc12	-4
CCOC(=O)c1[nH]c(C)c(C(=O)c2cc(F)ccc2F)c1C	-6
CCN(CC)S(=O)(=O)c1cccc(C(=O)Oc2cccc(-c3cnc4ccccc4n3)c2)c1	-5
O=C(Nc1ccc(OCc2ccccc2)cc1)c1ccc(C(F)(F)F)cc1	0
Cn1cc(I)c(C(=O)n2cc(Br)cn2)n1	2
COc1cccc(-c2cc(C(=O)NCC(C)C)no2)c1	-15
O=C(O)c1ccccc1S(=O)(=O)c1ccccc1CO	-2
CC(C)c1ccc(-c2cc(C3CC3)nc(N)c2C#N)cc1	-16
O=C(C1CC1)N1CCc2cc(Br)cc(S(=O)(=O)N3CCN(c4ccccc4F)CC3)c21	-60
CCCCn1c(=O)n(C)c(=O)c2c(C(F)(F)F)cc(-c3ccncc3)nc21	-1
Cc1cccc(NC(=O)COc2ccc(Cl)cc2C)n1	-12
COc1ccc(C2C3=C(CC(C)(C)CC3=O)N(C)C3=C2C(=O)CC(C)(C)C3)cc1	0
CC(C)(C)c1ccc(C(=O)N2CCN(C(c3ccccc3)c3ccccc3)CC2)cc1	-4
c1ccc(OCc2nc3c4c5c(sc4ncn3n2)CCCCC5)cc1	-1
O=C(c1cccs1)N(C(=O)c1cccs1)c1ccccn1	-20
COc1cccc(N2CCN(C(=O)CCSCc3ccccc3Cl)CC2)c1	-4
COC(=O)C1=C(C)NC2=C(C(=O)c3ccccc32)C1c1cc(Cl)c(O)c(OC)c1 (centres undefined)	-92
O=C(c1cccs1)N1CCN(CCN2C(=O)c3cccc4cccc(c34)C2=O)CC1	3
COc1ccc(OC)c(NC(=O)CCN2C(=O)c3cccc([N+](=O)[O-])c3C2=O)c1	-6
N[C@@H](C(=O)N[C@@H]1C(=O)N2C(C(=O)O)=C(Cl)CS[C@H]12)c1ccccc1	-18

Rewritten with the structure last: part of the list above.
14-3-3g Raf | structure
-18 | N[C@@H](C(=O)N[C@@H]1C(=O)N2C(C(=O)O)=C(Cl)CS[C@H]12)c1ccccc1
-20 | O=C(c1cccs1)N(C(=O)c1cccs1)c1ccccn1
-4 | CC(C)(C)c1ccc(C(=O)N2CCN(C(c3ccccc3)c3ccccc3)CC2)cc1

New compounds follow.
SMILES	14-3-3g Raf
CC(C)(C)c1nnc(NC(=O)c2ccco2)s1	0
CCS(=O)(=O)n1nc(-c2ccccc2)cc1N	4
O=C(O)c1ccc(Cn2cccn2)o1	-8
C=CCOC(=O)C1=C(C)NC2=C(C(=O)CC(C)(C)C2)C1c1ccc(OC(C)=O)cc1 (centres undefined)	-4
Cc1ccc(C)c(CN2C(=O)C3(OCCCO3)c3ccccc32)c1	-3
O=C(Nc1nc(-c2ccccc2)c(C(=O)c2ccccc2)s1)c1cccc([N+](=O)[O-])c1	-3
COc1ccc(S(=O)(=O)N(CC(=O)Nc2cccc(C)c2)c2ccc(C)cc2)cc1	-14
COCCN(CCOC)S(=O)(=O)c1ccc(C(=O)Nc2nc(-c3ccncc3)cs2)cc1	-3

Some values from the entries so far.
`O=C(c1ccc2c(=O)n(CCC3=CCCCC3)c(=S)[nH]c2c1)N1CCN(c2cccc(Cl)c2)CC1` @ 14-3-3g Raf = 3
`N[C@@H](C(=O)N[C@@H]1C(=O)N2C(C(=O)O)=C(Cl)CS[C@H]12)c1ccccc1` @ 14-3-3g Raf = -18
`Cc1cc(C)c(S(=O)(=O)Nc2ccc(Br)c3cccnc23)c(C)c1` @ 14-3-3g Raf = -7
`CC1=C(C(=O)Nc2ccccc2C)C(c2ccc3c4c(cccc24)CC3)NC(=S)N1` (centres undefined) @ 14-3-3g Raf = -11
`CC(=O)N1CCc2cc(S(=O)(=O)N3CCCCCC3)ccc21` @ 14-3-3g Raf = 4

These rows are one share of the data. The share of hits here may be higher or lower than overall.
